p53 PUMA act: restores mutant p53 pathway signaling in SW480 cells; SW480 PUMA-promoter luciferase, p53 mutant reactivation; activation, % at 9.98 µM; actives 1.5% (n = 28,000); AID 624151; in the data active means activation above about 52%
STK33 kin inh: human STK33 kinase inhibition; Q9BYT3; ADP-Glo luminescence, MBP substrate; inhibition, % at 12.5 µM; actives 0.44% (n = 27,000); in the data active means inhibition above about 20%
Target sequence (Q9BYT3 whole entry, looked up): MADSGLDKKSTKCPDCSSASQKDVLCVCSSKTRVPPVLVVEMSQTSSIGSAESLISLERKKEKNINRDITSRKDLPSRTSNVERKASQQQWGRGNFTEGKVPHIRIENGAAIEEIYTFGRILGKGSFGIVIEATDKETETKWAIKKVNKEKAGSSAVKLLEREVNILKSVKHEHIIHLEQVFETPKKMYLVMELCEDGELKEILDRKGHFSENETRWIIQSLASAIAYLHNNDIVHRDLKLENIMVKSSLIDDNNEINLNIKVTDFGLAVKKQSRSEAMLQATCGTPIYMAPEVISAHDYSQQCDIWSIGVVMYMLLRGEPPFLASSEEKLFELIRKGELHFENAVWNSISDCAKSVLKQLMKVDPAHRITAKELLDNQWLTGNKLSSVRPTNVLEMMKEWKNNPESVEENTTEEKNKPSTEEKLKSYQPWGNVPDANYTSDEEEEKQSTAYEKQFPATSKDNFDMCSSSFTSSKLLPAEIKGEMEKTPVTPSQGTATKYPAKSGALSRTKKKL
The depositor's hits bear a star; . = not tested or not shown. These rows are one share of the data. The share of hits here may be higher or lower than overall.

nr	canonical_smiles	p53 PUMA act	STK33 kin inh
1	COc1ccc(S(=O)(=O)N(C)C[C@@H]2Oc3ccc(NC(=O)Nc4ccc(C(F)(F)F)cc4)cc3CC(=O)N([C@@H](C)CO)C[C@@H]2C)cc1	-50.9	1.9
2	COc1ccc(OC)c(NC(=O)Cn2cc(C(=O)C3CCCCC3)c3ccccc32)c1	8.3	-1.4
3	CC(C)NC(=O)Nc1ccc2c(c1)CC(=O)N([C@@H](C)CO)C[C@H](C)[C@H](CN(C)Cc1ccc(-c3ccccc3)cc1)O2	7.3	1.5
4	O=C(CCn1cnc2ccccc2c1=O)Nc1ccc(F)cc1	2.2	-0.2
5	CCOC(=O)CN(C)C1=NS(=O)(=O)c2ccccc21	-16.3	1.3
6	CCn1ncc(Br)c1C(=O)Nc1ccccc1C(=O)OC	0.7	-0.9
7	COc1ccc(NC(=O)Cn2c(-c3ccccc3)nc3sc4c(c3c2=O)CCCC4)cc1	21.9	-0.3
8	Nc1c2cnc(N3CCCC3)nc2nc(=O)n1-c1ccc(Cl)cc1	.	-0.2
9	C[C@@H]1CN([C@H](C)CO)C(=O)Cc2cc(NC(=O)Cc3ccccc3)ccc2O[C@@H]1CN(C)C(=O)Nc1cccc2ccccc12	.	1.6
10	Cc1ccccc1-c1nnc(SCC(=O)Nc2ccc(Oc3ccccc3)cc2)n1C	3.6	5.3
11	COc1ccccc1CC(=O)Nc1cc(Cl)ccc1O	11.5	-2.1
12	CC(C)NC(=O)N(C)C[C@@H]1Oc2ncc(C#Cc3ccc(F)cc3)cc2C(=O)N([C@H](C)CO)C[C@H]1C	9.3	.
13	CCCNC(=O)C[C@H]1C[C@H]2c3cc(NC(=O)CN(C)C)ccc3O[C@H]2[C@@H](CO)O1	16.8	.
14	C[C@@H]1CN([C@@H](C)CO)C(=O)Cc2cc(NC(=O)Nc3ccc(F)cc3)ccc2O[C@@H]1CN(C)C(=O)Nc1ccccc1	.	0.0
15	C[C@H](CO)N1C[C@H](C)[C@H](CN(C)C(=O)Nc2cccc(Oc3ccccn3)c2)OCc2cnnn2CCCC1=O	.	-0.5
16	CNC[C@@H]1OCCCC[C@@H](C)Oc2ccc(NS(C)(=O)=O)cc2C(=O)N([C@H](C)CO)C[C@@H]1C	.	-2.1
17	COC(=O)COc1cccc(NC(=O)c2ccccc2I)c1	-3.7	-1.4
18	O=C(C[C@H]1C[C@H]2c3cc(NC(=O)c4ccc5c(c4)OCO5)ccc3O[C@H]2[C@@H](CO)O1)NCc1ccc(Cl)cc1	6.4	.
19	O=C(NCCc1ccc(S(=O)(=O)N2CCCC2)cc1)c1cccc2ccccc12	.	-0.6
20	C[C@H](CO)N1C[C@H](C)[C@H](CN(C)Cc2ccncc2)Oc2ccc(NC(=O)Nc3ccc4c(c3)OCO4)cc2C1=O	-58.0	.
21	C[C@@H]1CCCCO[C@H](CN(C)C(=O)Nc2ccccc2)[C@H](C)CN([C@H](C)CO)C(=O)c2cc(NC(=O)Cc3ccccc3)ccc2O1	-6.2	.
22	C[C@@H]1CCCCO[C@H](CN(C)S(=O)(=O)c2ccc(Cl)cc2)[C@@H](C)CN([C@H](C)CO)C(=O)c2cc(NC(=O)c3ccccc3)ccc2O1	.	-10.2
23	C[C@H](CO)N1C[C@H](C)[C@@H](CN(C)C(=O)Nc2ccc3c(c2)OCO3)Oc2ccc(N(C)C)cc2C1=O	7.7	.
24	CSC1=NC=C(C#N)C2=NC(c3ccc(Cl)cc3)NN12 (configuration not stated)	8.3	.
25	Cc1cccc(OCC(=O)Nc2cc(C(F)(F)F)ccc2N2CCOCC2)c1	-3.3	3.4
26	CSc1n[nH]c(NC(=O)Nc2ccccc2)c1S(=O)(=O)c1ccc(Cl)cc1	.	-4.2
27	Cc1nc(CSc2ncnc3sc4c(c23)CCC4)cs1	1.2	4.3
28	C[C@H](CO)N1C[C@H](C)[C@H](CN(C)C(=O)Nc2ccc3c(c2)OCO3)Oc2ccc(NC(=O)Nc3ccc4c(c3)OCO4)cc2C1=O	-1.9	-0.3
29	CSc1ccccc1-n1nnnc1SCCSc1ccccc1-n1nnnc1SC	-1.3	-0.6
30	Cc1cccc(Nc2ccccc2C(=O)O)c1C	.	-1.7
31	COc1ccc(NC(=O)N(C)C[C@@H]2Oc3ccc(NC(=O)Nc4ccc(C(F)(F)F)cc4)cc3CC(=O)N([C@H](C)CO)C[C@@H]2C)cc1	.	2.4
32	C[C@@H]1CN([C@H](C)CO)C(=O)Cc2cc(N(C)C)ccc2O[C@H]1CN(C)C(=O)Nc1cccc2ccccc12	-11.8	.
33	C[C@H]1CCCCO[C@@H](CN(C)C)[C@@H](C)CN([C@@H](C)CO)C(=O)c2cc(NC(=O)CCCN(C)C)ccc2O1	2.3	.
34	COc1ccc(NC(=O)c2ccc(OC(C)C(=O)O)cc2)cc1Cl (configuration not stated)	8.9	-0.6
35	CCOc1cccc2cc(C(=O)NCc3cccnc3)c(=O)oc12	-8.5	2.1
36	CNC[C@H]1Oc2cc(-c3ccc(C#N)cc3)ccc2S(=O)(=O)N([C@H](C)CO)C[C@@H]1C	-10.7	.
37	C[C@@H]1CN([C@@H](C)CO)C(=O)c2cc(NS(=O)(=O)c3cn(C)cn3)ccc2O[C@@H]1CN(C)S(=O)(=O)c1ccc(F)cc1	4.4	0.5
38	CC(=O)c1ccc(NC(=O)c2ccc(CSc3nc4ccc([N+](=O)[O-])cc4s3)cc2)cc1	7.4	2.3
39	C[C@H]1CN([C@@H](C)CO)C(=O)CCCn2nncc2CO[C@@H]1CN(C)Cc1ccc2c(c1)OCCO2	.	-4.1
40	Cc1ccc(OCC(=O)Nc2ccccc2C#N)cc1C	83.3*	-0.6
41	CC(C)CN1C(=O)[C@@]2(Cc3ccccc31)c1ccccc1C(=O)N(Cc1ccccc1Cl)[C@H]2c1ccc(CO)cc1	.	8.9
42	Cn1c(SCC(=O)Nc2ccc(F)c(Cl)c2)nnc1-c1ccccc1Cl	-8.6	-3.0
43	Cc1nnc(SCC(=O)Nc2cc(Cl)ccc2Cl)s1	6.4	-3.1
44	C[C@@H]1CCCCO[C@H](CN(C)C(=O)CCC(F)(F)F)[C@H](C)CN([C@@H](C)CO)C(=O)c2cc(NC(=O)Nc3ccc4c(c3)OCO4)ccc2O1	-94.8	.
45	O=C(CNS(=O)(=O)c1ccc(Cl)cc1)Nc1cccc([N+](=O)[O-])c1	10.2	-4.6
46	COc1ccc(CCNc2nc(-c3ccncc3)cs2)cc1OC	23.7	1.7
47	C[C@@H]1CN([C@@H](C)CO)C(=O)CCCn2nncc2CO[C@H]1CN(C)C(=O)Nc1ccccc1F	6.6	3.8
48	C[C@@H]1CN([C@@H](C)CO)C(=O)c2cc(NS(=O)(=O)c3ccc(F)cc3)ccc2O[C@H]1CN(C)Cc1ccc(Oc2ccccc2)cc1	.	0.5
49	COc1ccc(N(C(=O)c2ccccc2)S(=O)(=O)c2cccc([N+](=O)[O-])c2)cc1	1.3	3.0
50	CC(C(=O)Nc1ccc(Oc2ccccc2)cc1)N(c1ccc(Cl)cc1)S(C)(=O)=O (configuration not stated)	-5.3	-0.4
51	C[C@@H]1CN([C@@H](C)CO)C(=O)c2cc(NC(=O)CCCN(C)C)ccc2O[C@@H]1CN(C)Cc1ccc(Cl)c(Cl)c1	-5.1	.
52	COc1cc(CCC(O)CC(=O)CCc2ccccc2)ccc1O (configuration not stated)	.	-0.7
53	C[C@@H]1CN([C@@H](C)CO)C(=O)CCCn2nncc2CO[C@H]1CN(C)S(=O)(=O)c1ccc(C#N)cc1	.	-7.2
54	CC(=O)N1CCN(C(=S)c2ccc(-c3ccc(C)cc3)o2)CC1	54.9*	.
55	COc1ccc(S(=O)(=O)N(C)C[C@@H]2Oc3ccc(NS(=O)(=O)c4ccc(F)cc4)cc3C(=O)N([C@H](C)CO)C[C@H]2C)cc1	.	0.2
56	CC(=O)Nc1cccc(-c2nnc(SCC(=O)N3CCN(c4ccccc4)CC3)n2C)c1	-16.7	2.7
57	C[C@@H]1CN([C@H](C)CO)C(=O)c2cccc(NC(=O)Nc3ccc(F)cc3)c2O[C@H]1CN(C)Cc1ccc(C(F)(F)F)cc1	-16.0	.
58	CC1(C)CC(n2c(NCCO)nc3c(c2=O)C2(CCCCC2)Cc2ccccc2-3)CCO1 (configuration not stated)	3.9	.
59	COc1ccc(NC(=O)Nc2ccc3c(c2)C(=O)N([C@H](C)CO)C[C@H](C)[C@@H](CN(C)S(=O)(=O)c2ccc(OC)cc2)O3)cc1	-4.7	0.6
60	CC(C)NC(=O)Nc1ccc2c(c1)C(=O)N([C@@H](C)CO)C[C@H](C)[C@H](CN(C)S(=O)(=O)c1cccs1)OCCCC[C@H](C)O2	-3.9	.

(cont.)
nr	canonical_smiles	p53 PUMA act	STK33 kin inh
61	C[C@H](CO)N1C[C@H](C)[C@H](CN(C)C(=O)Nc2ccc(F)cc2)Oc2ncc(-c3cc4ccccc4o3)cc2C1=O	.	-8.8
62	CS(=O)(=O)N(CC(=O)Nc1cccc(Br)c1)c1cccc2ccccc12	8.1	3.6
63	CC(=O)c1cccc(NC(=O)CN(c2ccc(Br)c(C)c2)S(C)(=O)=O)c1	-13.6	0.9
64	O=C(Cn1c(S(=O)(=O)Cc2ccccc2)nc2ccccc21)N1CCOCC1	-0.2	-6.2
65	CNC[C@@H]1Oc2c(NC(=O)c3cc(C)nn3C)cccc2C(=O)N([C@@H](C)CO)C[C@@H]1C	0.1	.
66	COC(=O)c1sccc1NC(=O)Cn1cnc2c1c(=O)n(C)c(=O)n2C	4.1	-0.2
67	COc1ccc(NC(=O)Nc2ccc3c(c2)CC(=O)N([C@@H](C)CO)C[C@H](C)[C@H](CN(C)C(=O)Nc2ccc(F)cc2)O3)cc1	.	-1.8
68	C[C@@H]1CN([C@H](C)CO)C(=O)c2cc(NC(=O)Nc3ccccc3)ccc2O[C@@H]1CN(C)Cc1ccc(C(F)(F)F)cc1	.	-2.4
69	COC(=O)c1ccc(CSc2nnc(CN3CCOCC3)n2C)cc1	-2.2	0.3
70	CCOC(=O)c1ccc(NC(=O)Cn2c(C(F)(F)F)nc3ccccc32)cc1	1.4	1.9
71	C[C@@H]1CN([C@H](C)CO)C(=O)c2cc(NS(=O)(=O)c3ccccc3)ccc2O[C@H]1CN(C)S(=O)(=O)c1cccs1	.	-1.5
72	Fc1ccccc1-c1n[nH]c(=S)n1CCCN1CCOCC1	-7.7	.

Entries by screen from the list.
Nos. 61 to 72 in p53 PUMA act read ., 8.1, -13.6, -0.2, 0.1, 4.1, ., ., -2.2, 1.4, ., -7.7

Whole records, quoted from the list. Order of values: p53 PUMA act	STK33 kin inh
O=C(Cn1c(S(=O)(=O)Cc2ccccc2)nc2ccccc21)N1CCOCC1 reads -0.2	-6.2
C[C@@H]1CN([C@@H](C)CO)C(=O)CCCn2nncc2CO[C@H]1CN(C)S(=O)(=O)c1ccc(C#N)cc1 reads .	-7.2
O=C(CNS(=O)(=O)c1ccc(Cl)cc1)Nc1cccc([N+](=O)[O-])c1 reads 10.2	-4.6

Next part:
nr	canonical_smiles	p53 PUMA act	STK33 kin inh
73	COc1ccc(OC)c(NC(=O)CSc2nnc(-c3ccccc3)n2C)c1	-22.6	3.9
74	C[C@@H]1CN([C@@H](C)CO)C(=O)Cc2cc(NC(=O)CCN3CCOCC3)ccc2O[C@@H]1CN(C)Cc1ccc(-c2ccccc2)cc1	-11.5	-3.6
75	Cc1noc(C)c1NC(=O)Nc1cccc2c1O[C@@H](CN(C)Cc1ccncc1)[C@H](C)CN([C@@H](C)CO)C2=O	-4.1	.
76	C[C@@H]1CN([C@H](C)CO)C(=O)Cc2cc(NC(=O)C3CCCCC3)ccc2O[C@H]1CN(C)Cc1ccc(Oc2ccccc2)cc1	.	4.9
77	C[C@@H]1CN([C@H](C)CO)C(=O)c2cccc(NC(=O)NC3CCCCC3)c2O[C@@H]1CN(C)Cc1ccc(C(=O)O)cc1	-9.2	.
78	CC(=O)O[C@@H]1[C@@H](OC(=O)/C=C/c2ccccc2)[C@H](C)O[C@@H](O[C@H]2[C@@H]3C=CO[C@@H](O[C@@H]4O[C@H](CO)[C@@H](O)[C@H](O)[C@H]4O)[C@@H]3[C@@]3(CO)O[C@@H]23)[C@@H]1OC(C)=O	.	1.2
79	C=CC[C@]12N=C(c3ccc(OCCCO)cc3)O[C@H]1c1ccccc1CN(Cc1ccccc1)C2=O	.	1.7
80	O=C(C[C@@H]1C[C@H]2c3cc(NC(=O)CC4CC4)ccc3O[C@H]2[C@H](CO)O1)NCc1ccc(Cl)cc1	14.8	.
81	C[C@H]1CN([C@@H](C)CO)C(=O)c2cc(NS(=O)(=O)c3cn(C)cn3)ccc2O[C@@H]1CN(C)C(=O)Nc1ccc(F)cc1	6.2	.
82	C[C@H]1CN([C@@H](C)CO)C(=O)CCCn2nncc2CO[C@H]1CN(C)C(=O)Nc1ccnc(N2CCOCC2)c1	.	-4.1
83	COc1ccc(S(=O)(=O)N(C)C[C@H]2Oc3ccc(NC(=O)Nc4c(C)noc4C)cc3C(=O)N([C@@H](C)CO)C[C@@H]2C)cc1	.	2.2
84	Cc1ccc(OCC(=O)NC(=S)Nc2cc(-c3nc4ncccc4o3)ccc2Cl)cc1	1.1	-1.9
85	C[C@@H]1CCCCO[C@@H](CN(C)S(=O)(=O)c2ccc(F)cc2)[C@@H](C)CN([C@@H](C)CO)C(=O)c2cc(NS(C)(=O)=O)ccc2O1	12.6	.
86	C[C@@H]1CN([C@H](C)CO)C(=O)c2cc(NC(=O)Nc3ccc(C(F)(F)F)cc3)ccc2O[C@H]1CN(C)C(=O)Nc1ccccc1	.	0.2
87	COc1ccc(S(=O)(=O)N(C)C[C@H]2Oc3c(NC(=O)c4ccncc4)cccc3C(=O)N([C@H](C)CO)C[C@@H]2C)cc1	0.3	.
88	C[C@@H]1CN([C@H](C)CO)C(=O)c2cccc(NC(=O)c3ccc(-c4nccs4)cc3)c2O[C@H]1CN(C)CC1CC1	-6.2	.
89	Cc1ccc(S(=O)(=O)NC2(C(F)(F)F)C(=O)N(Cc3ccco3)C3=C2C(=O)CC(C)(C)C3)cc1 (configuration not stated)	4.4	1.9
90	Cn1c(=O)c2c(ncn2CC(=O)Nc2ccccc2Sc2ccccc2)n(C)c1=O	-3.1	2.1

Compound activity as filed in PubChem.
